# Source: PubChem (several laboratories)
# DNMT1 inh = blocks human DNA methyltransferase DNMT1; AID 588458; DNMT1 molecular beacon, Hinp1I cleavage, fluorescence; inhibition (reported as % activation of signal), % at 10 µM; 0.83% of 360,000 active; P26358; in the data active = inhibition above about 50%
# Target sequence (P26358 504-1616 limits assumed): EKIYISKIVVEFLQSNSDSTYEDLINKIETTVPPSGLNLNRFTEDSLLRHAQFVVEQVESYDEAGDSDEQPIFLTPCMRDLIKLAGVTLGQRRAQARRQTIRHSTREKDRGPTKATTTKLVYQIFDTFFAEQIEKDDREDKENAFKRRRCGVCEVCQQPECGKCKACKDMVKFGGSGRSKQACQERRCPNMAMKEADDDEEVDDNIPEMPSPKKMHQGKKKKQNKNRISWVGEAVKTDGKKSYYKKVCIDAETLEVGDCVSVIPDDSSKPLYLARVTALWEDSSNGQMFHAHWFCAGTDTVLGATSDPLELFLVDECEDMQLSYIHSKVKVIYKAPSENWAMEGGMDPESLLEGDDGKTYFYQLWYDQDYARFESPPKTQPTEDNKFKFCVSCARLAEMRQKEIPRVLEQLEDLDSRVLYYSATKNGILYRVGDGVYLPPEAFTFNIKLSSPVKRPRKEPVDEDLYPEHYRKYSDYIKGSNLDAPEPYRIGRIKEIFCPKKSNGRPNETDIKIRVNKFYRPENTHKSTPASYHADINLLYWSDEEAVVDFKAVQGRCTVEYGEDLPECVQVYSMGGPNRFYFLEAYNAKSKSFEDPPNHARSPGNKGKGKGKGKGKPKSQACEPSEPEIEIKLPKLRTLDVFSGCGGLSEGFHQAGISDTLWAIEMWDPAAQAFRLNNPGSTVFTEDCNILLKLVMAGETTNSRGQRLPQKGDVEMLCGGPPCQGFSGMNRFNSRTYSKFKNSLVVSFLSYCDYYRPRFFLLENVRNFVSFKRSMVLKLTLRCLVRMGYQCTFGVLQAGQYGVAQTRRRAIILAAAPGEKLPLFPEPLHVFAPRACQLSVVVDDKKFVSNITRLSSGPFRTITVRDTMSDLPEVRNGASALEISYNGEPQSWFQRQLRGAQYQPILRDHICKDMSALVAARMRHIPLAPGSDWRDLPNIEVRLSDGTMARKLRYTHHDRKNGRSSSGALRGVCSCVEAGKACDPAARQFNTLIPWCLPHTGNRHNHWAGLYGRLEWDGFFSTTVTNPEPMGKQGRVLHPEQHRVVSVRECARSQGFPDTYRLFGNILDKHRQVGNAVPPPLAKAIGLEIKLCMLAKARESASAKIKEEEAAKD
# SUMO1 PPI mod = SUMO1-SIM interaction modulation; 0.33% of 360,000 active; SUMO1 binding to a labelled peptide, TR-FRET, 1 h; P63165; inhibition, % at 20 µM; in the data active = inhibition above about 37%
# TbMetRS inhib = blocks T. brucei methionyl-tRNA synthetase activity | purified T. brucei MetRS, ATP depletion, Kinase-Glo luminescence | 0.4% of 360,000 active | inhibition, % at 11.9 µM | AID 624268;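 active = inhibition above a per-plate cutoff of the control wells' mean inhibition plus 3 SD, cut at about 5.5% in these data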;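 also: 0% = DMSO wells median and 100% = median of wells with control inhibitor compound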
#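 Material: parasite MetRS enzyme / Replication: singlicate, one well per compound / Signal: luminescence of leftover ATP / Schedule: 2 h aminoacylation at 25 °C after 15 min preincubation / Medium: HEPES-MgCl2-KCl buffer plus DTT, spermine, BSA, pyrophosphatase / Doses: 11.9 µM single point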
# CendR NRP1 mod = alters CendR peptide binding to human NRP-1. FAM-RPARPAR peptide binding to NRP-1, fluorescence polarization. inhibition, % at 25 µM. 0.85% of 360,000 active;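 active = inhibition or corrected inhibition above about 18%, plus a signal ratio from 0.5 to 1.5, limit read from the data, passing the limit was not always enough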; also: strong numbers were not always called active
# LMPTP inh = blocks human LMPTP phosphatase; AID 651560; P24666; recombinant LMPTP-A, OMFP fluorogenic substrate, fluorescence intensity; inhibition, % at 20 µM; 0.22% of 360,000 active;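 active = compounds that cut the enzyme signal by at least half of the control window in the single-dose screen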;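 also: plate controls were DMSO wells with enzyme plus substrate for no effect and substrate without enzyme for full effect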
#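 test system = LMPTP-A | amount = 0.625 nM LMPTP-A final | reagent = fluorogenic phosphatase substrate OMFP at 400 µM final | incubation = 50 min at room temperature | benchmarks = no-enzyme low control, uninhibited high control | medium = Bis-Tris pH 6.0, DTT, detergent | signal = fluorescence intensity of OMFP turnover product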
# MsrA inh = inhibitors of bovine MsrA | 0.75% of 360,000 active | purified bovine MsrA, absorbance read-out | inhibition, % at 15.5 µM; in the data active = inhibition above about 4.5%;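 also: 0% = vehicle wells with enzyme and 100% = reference inhibitor wells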
# eLon inh = inhibitors of E. coli Lon protease; purified E. coli Lon protease, fluorescence polarization; 0.42% of 360,000 active; AID 602123; inhibition, % at 7.94 µM; in the data active = inhibition above about 13%, passing the limit was not always enough;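 also: 0% = enzyme with probe and DMSO and 100% = no enzyme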
# bovine MsrA act = bovine methionine sulfoxide reductase A activation. 0.3% of 360,000 active. purified bovine MsrA, absorbance read-out. activation, % at 10.6 µM; in the data active = activation above about 7.5%;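 also: 0% = vehicle and 100% = reference activator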
# STEP block = STEP (human) phosphatase inhibition; P54829; recombinant STEP, OMFP fluorogenic substrate, fluorescence; inhibition, % at 20 µM; 0.25% of 360,000 active; AID 588621;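 active = inhibition at 20 µM, scaled per plate between control wells, above about 37%, limit read from the data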;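 also: 0% = DMSO with enzyme and substrate and 100% = substrate only without enzyme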
#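 Measure: Control-normalized % inhibition with plate pattern correction | Test system: STEP phosphatase, cell-free reaction | Medium: pH 6.0 Bis-Tris with DTT and Tween 20 | Technique: Fluorescence, 480/540 nm | Times: Reaction 20 min, ambient temperature | Doses: Single compound dose of 20 µM, 1% DMSO final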
# Scp1 inh = blocks human Scp-1 phosphatase activity | AID 493091 | 0.88% of 340,000 active | Recombinant Scp1, phosphopeptide, malachite green phosphate absorbance | inhibition, % at 20 µM;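 active = inhibition above about 50% at 20 µM, limit read from the data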;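 also: plate controls were DMSO wells with enzyme for no effect and wells lacking enzyme for full effect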
#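 Times: enzyme reaction 45 min at room temperature, colour 5 min, stabilisation 30 min. Material: SCP-1 catalytic fragment, aa 76-261. Medium: Acidic Tris acetate buffer with magnesium and detergent. Signal: colorimetric free-phosphate detection, absorbance 630 nm. Read-out basis: % inhibition of SCP-1 phosphate liberation. Reagent: Phosphorylated 17-residue peptide substrate.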
# Active calls of the source: *; nt = no result given.
entry	structure	Scp1 inh	SUMO1 PPI mod	LMPTP inh	eLon inh	MsrA inh
1	COc1ccc(NC(=O)C(CCSC)NC(N)=O)cc1Cl (centres undefined)	0	3	1.6	4	-1.7
2	CCOC(=O)C1CCN(S(=O)(=O)c2ccc3[nH]c(=O)ccc3c2)CC1	-1	1	-1.3	2	0.2
3	O=c1cc(-c2ccc(O)cc2)oc2c(-c3c(O)cc(O)c4c(=O)cc(-c5ccc(O)cc5)oc34)c(O)cc(O)c12	-4	14	-0.2	7	2.5
4	CCOc1ccc(C)cc1S(=O)(=O)n1ccc(C)n1	0	2	-1.3	2	0.7
5	Nc1cc2[nH]c(=O)c3ccccc3c2cc1Br	-8	1	0.9	0	0.8
6	CCN(CC)C(=O)COn1c(SCC(=O)N(CC)CC)nc2ccccc2c1=O	-2	-1	-1.6	4	0.8
7	CCNC(=S)NCc1ccc2c(c1)OCO2	-3	3	-1.1	-4	0.0
8	O=C(NCc1nnnn1-c1ccc(F)c(F)c1)C(=O)c1c[nH]c2ccccc12	-2	-4	0.8	-3	0.2
9	CCN(CC)CCCN(CC(=O)N(C)Cc1ccccc1)C(=O)c1ccc([N+](=O)[O-])cc1	-3	-17	-1.1	-7	-0.2
10	CC(=O)N(Cc1ccccc1C)c1cccc(C)c1C	-5	2	-1.7	0	1.7

entry	STEP block	DNMT1 inh	CendR NRP1 mod	TbMetRS inhib	bovine MsrA act
1	0	2	4	-0.4	-1
2	-1	3	11	0.5	0
3	-1	-6	-16	3.7	-6
4	-8	5	3	-0.3	-1
5	0	-3	7	-0.3	-3
6	17	5	-7	-0.3	-3
7	-2	3	-10	0.6	-4
8	2	12	9	0.2	-3
9	1	-1	16	-0.4	-2
10	2	-3	6	0.1	-4

entry	structure	Scp1 inh	SUMO1 PPI mod	LMPTP inh	eLon inh	MsrA inh
11	COc1cc(C)c(S(=O)(=O)n2ccc(C)n2)cc1C	-3	-2	0.1	1	-0.1
12	CCCc1ccc2oc(C(=O)NCCN3CCCC(O)C3)c(C)c2c1 (centres undefined)	-5	-2	-1.3	-4	-0.7
13	Cc1ccc(C(C(=O)NC2CCCC2)N(Cc2ccccc2)C(=O)c2csnn2)o1 (centres undefined)	-3	5	0.0	-1	-0.5
14	O=C(c1ccc(F)cc1)N(Cc1ccco1)C1CCS(=O)(=O)C1 (centres undefined)	-2	5	0.4	6	0.9
15	CCOC(=O)c1[nH]c(C)c(C(=O)OCC(=O)NCc2ccc(OC)cc2)c1C	-5	-2	0.2	-1	-0.5
16	O=C(O)CSCC(=O)N1CCCCC1	1	-2	-0.2	-1	-0.7
17	S=C(NC1CC1)SCc1ccco1	-8	-2	-1.0	-9	2.2
18	COc1cccc(NC(=O)CN(C)CC(=O)Nc2ccc3c(c2)OCO3)c1	-5	-2	1.0	-10	-0.4
19	Cn1ncc2c(Nc3cccc4ccccc34)ncnc21	-1	-6	-2.3	1	0.6
20	COc1ccc(S(=O)(=O)NCc2ccc(C(=O)O)cc2)cc1	-3	-1	-2.0	-3	0.8

entry	STEP block	DNMT1 inh	CendR NRP1 mod	TbMetRS inhib	bovine MsrA act
11	2	-1	6	-0.4	0
12	0	-2	4	-0.1	0
13	-1	6	1	-0.9	-9
14	-1	0	-10	-0.3	-4
15	3	-4	-5	-0.2	-2
16	1	2	12	0.3	-1
17	2	3	7	-0.4	0
18	-1	0	13	-0.1	0
19	-1	-4	8	-0.7	-14
20	1	-1	8	0.0	7.9*

entry	structure	Scp1 inh	SUMO1 PPI mod	LMPTP inh	eLon inh	MsrA inh
21	CC(C)N(Cc1ccccc1)C(=O)COc1ccccc1	-6	-4	-0.4	-7	0.1
22	Cc1ccc(NC(=S)N(Cc2ccco2)C2CCN(C(C)C)CC2)cc1	-5	1	0.0	-2	2.5
23	O=C(NC1CCCCC1)c1ccc(S(=O)(=O)NCc2cccnc2)cc1	-1	2	-0.7	-7	0.1
24	COc1ccc(OC)c(NC(=O)C23CCC(C)(C(=O)O2)C3(C)C)c1 (centres undefined)	-2	2	-1.5	10	-0.6
25	CN1C(=O)C(CCC(=O)O)NC1=S (centres undefined)	-3	2	3.7	3	-1.0
26	Cc1cc(/C=N/NC(=O)c2ccsc2)c(C)n1-c1cnccn1	0	0	-0.6	-5	2.4
27	Cc1cc(C)c(/C=N/NC(=O)c2nnn(-c3nonc3N)c2COc2ccc(F)cc2)c(C)c1	8	7	5.0	4	2.2
28	O=C(N1CCC(n2nc(-c3ccccc3)oc2=O)CC1)C1(c2ccc(Cl)cc2)CC1	-11	6	3.4	0	nt
29	C[C@H](NC(=O)c1nc[nH]c1C(=O)NC1CCN(C(=O)OC(C)(C)C)CC1)C(=O)OC(C)(C)C	2	-1	-0.6	-7	-0.7
30	COc1ccccc1NC(=S)N1CCC(C(=O)c2ccc(F)cc2)CC1	3	5	0.9	4	-0.7

entry	STEP block	DNMT1 inh	CendR NRP1 mod	TbMetRS inhib	bovine MsrA act
21	-1	-1	4	-1.2	0
22	15	-1	-7	-0.6	-3
23	0	4	0	-1.2	-4
24	-4	6	11	-1.1	-2
25	-4	2	6	-0.1	2
26	-1	2	3	-1.1	-11
27	-3	-5	-11	-0.1	-4
28	1	-3	7	0.2	-1
29	-1	-1	0	0.2	-3
30	-2	2	0	-1.0	-8

# 3 compounds from above, ordered by count of non-hydrogen atoms, descending.
entry	structure	Scp1 inh	SUMO1 PPI mod	LMPTP inh	eLon inh	MsrA inh
29	C[C@H](NC(=O)c1nc[nH]c1C(=O)NC1CCN(C(=O)OC(C)(C)C)CC1)C(=O)OC(C)(C)C	2	-1	-0.6	-7	-0.7
22	Cc1ccc(NC(=S)N(Cc2ccco2)C2CCN(C(C)C)CC2)cc1	-5	1	0.0	-2	2.5
26	Cc1cc(/C=N/NC(=O)c2ccsc2)c(C)n1-c1cnccn1	0	0	-0.6	-5	2.4

entry	STEP block	DNMT1 inh	CendR NRP1 mod	TbMetRS inhib	bovine MsrA act
29	-1	-1	0	0.2	-3
22	15	-1	-7	-0.6	-3
26	-1	2	3	-1.1	-11

# The listing continues:
entry	structure	Scp1 inh	SUMO1 PPI mod	LMPTP inh	eLon inh	MsrA inh
31	CCOC(=O)C1CCN(S(=O)(=O)c2ccc3c4c(cccc24)C(=O)N3)CC1	-2	-22	-1.6	-7	nt
32	O=C(NCC1CCCO1)c1cccc(S(=O)(=O)Nc2ccc(SC(F)F)cc2)c1 (centres undefined)	-7	-5	-8.8	-7	-0.3
33	NC(=O)c1ncn([C@@H]2O[C@H](CNC(=O)[C@H](N)CSCc3ccccc3)[C@@H](O)[C@H]2O)n1	0	0	-1.5	24*	-0.1
34	Cc1cc(C)cc(C(=O)OCC(=O)N2CCCCCC2)c1	-8	-3	-0.6	-5	0.1
35	N#CC1=C(N)C2=CCCC[C@H]2[C@H](c2cccc(F)c2)C1(C#N)C#N	-5	-6	2.2	3	0.5
36	Cc1c(CCC(=O)O)c(=O)oc2cc(OCc3cccc(Cl)c3)ccc12	3	9	4.1	1	1.3
37	O=C(CSc1nnc(CNC(=O)c2cccs2)o1)Nc1ccc(F)cc1F	1	25	-1.8	-5	0.9
38	CN1C(=O)CC(N2CCN(CC(=O)N3CCCC3)CC2)C1=O (centres undefined)	0	0	-3.0	-9	-0.8
39	COc1ccc(OC)c(S(=O)(=O)NC(=O)C2(C)CCN2C(=O)C2(c3ccc(Cl)cc3)CC2)c1 (centres undefined)	nt	2	0.0	-5	0.5
40	CNC(C)C#Cc1ccc2oc3cccc(OC)c3c(=O)c2c1 (centres undefined)	4	5	3.5	2	0.1

entry	STEP block	DNMT1 inh	CendR NRP1 mod	TbMetRS inhib	bovine MsrA act
31	2	10	-32	0.6	0
32	-3	6	21	-0.2	-2
33	1	5	-2	-0.1	-2
34	-4	9	16	-0.2	-3
35	-3	-8	-24	1.0	0
36	0	-1	7	0.1	-9
37	0	0	6	0.2	-2
38	-3	2	5	-0.4	-1
39	0	3	9	0.1	-1
40	-2	7	4	-0.6	-7

# Part of the list above, showing only SUMO1 PPI mod.
No.	canonical_smiles	SUMO1 PPI mod
32	O=C(NCC1CCCO1)c1cccc(S(=O)(=O)Nc2ccc(SC(F)F)cc2)c1 (centres undefined)	-5
33	NC(=O)c1ncn([C@@H]2O[C@H](CNC(=O)[C@H](N)CSCc3ccccc3)[C@@H](O)[C@H]2O)n1	0
34	Cc1cc(C)cc(C(=O)OCC(=O)N2CCCCCC2)c1	-3
35	N#CC1=C(N)C2=CCCC[C@H]2[C@H](c2cccc(F)c2)C1(C#N)C#N	-6

# Continued.
entry	structure	Scp1 inh	SUMO1 PPI mod	LMPTP inh	eLon inh	MsrA inh
41	O=C(NCc1cccnc1)c1cc2nc(-c3ccc4c(c3)OCO4)cc(C(F)(F)F)n2n1	-9	-25	-0.6	-5	1.1
42	COc1cc(/C=N\NC(=O)c2ccc(-c3ccccc3)cc2)ccc1OCC(N)=O	5	0	1.2	-2	1.0
43	O=C(O)c1ccccc1C(=O)Nc1ccccn1	-11	1	-1.2	-16	-0.4
44	O=C(NN=Cc1cc(Cl)ccc1[N+](=O)[O-])c1ccco1	0	-31	0.3	-4	1.6
45	Cc1ccccc1CN1CCNC1=O	-8	0	-1.1	5	-1.2
46	O=C(O)c1cccc(CSc2nc(-c3ccc(Cl)cc3)cc(C(F)(F)F)n2)c1	19	23	3.8	0	0.6
47	O=c1c2ccccc2ncn1-c1ccc([N+](=O)[O-])cc1Cl	-8	-27	-0.1	9	0.7
48	Cc1ccc(C(=O)NC(=S)Nc2ccc(CN3CCOCC3)cc2)cc1	1	5	0.9	-6	0.2
49	Cc1c(-n2c(SCC(=O)NC(C)C)nc3ccccc3c2=O)c(=O)n(-c2ccccc2)n1C	6	1	-0.6	1	0.4
50	NC1(C#Cc2ccc3c(=O)c4ccccc4sc3c2)CCCCC1	-2	-69	2.3	5	1.2

entry	STEP block	DNMT1 inh	CendR NRP1 mod	TbMetRS inhib	bovine MsrA act
41	0	-2	-2	-0.2	-7
42	36	16	-4	-0.3	-2
43	-1	0	2	-0.2	-4
44	0	1	8	0.0	3
45	-1	-6	5	-0.5	-2
46	2	4	-20	-0.2	-2
47	-2	-1	4	-0.5	-2
48	0	-2	-4	-0.2	-4
49	-4	3	-2	-1.1	-10
50	4	8	-20	0.5	-1

# Grouped by structure: those above with a CF3 group
entry	structure	Scp1 inh	SUMO1 PPI mod	LMPTP inh	eLon inh	MsrA inh
41	O=C(NCc1cccnc1)c1cc2nc(-c3ccc4c(c3)OCO4)cc(C(F)(F)F)n2n1	-9	-25	-0.6	-5	1.1
46	O=C(O)c1cccc(CSc2nc(-c3ccc(Cl)cc3)cc(C(F)(F)F)n2)c1	19	23	3.8	0	0.6

entry	STEP block	DNMT1 inh	CendR NRP1 mod	TbMetRS inhib	bovine MsrA act
41	0	-2	-2	-0.2	-7
46	2	4	-20	-0.2	-2
